# N-glyco inh – increase of ERlucT glycosylation luciferase signal, primary screen, N-linked glycosylation inhibitor project, D54 ERlucT cells, luminescence, set 2 | D54 ERlucT glycosylation luciferase reporter, 24 h; percent of 100 nM tunicamycin response | reporter increase, % at 12.5 µM | actives 0.23% (n = 360,000) | AID 588692, 2011;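 active = mean luciferase reporter signal, scaled so untreated is 0 and the glycosylation-blocking control 100, at or above a set limit in every replicate; inconclusive = mean reaches the limit but not every replicate does; inactive = mean below the limit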;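 also: luciferase carries N-glycosylation sites so blocking glycosylation raises the light; 0% = median of neutral control wells and 100% = median of 100 nM tunicamycin wells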
# CaV13 ICDI inh – Disruptors of the CACNA1D IQ motif to Ca2+-dependent inactivation inhibitor domain association, primary screening, Förster resonance energy transfer in intact living …. HEK cells, CFP/YFP FRET ICDI-IQ, plate reader, 10 min; percent FRET-ratio fall versus neutral wells. inhibition, % at 12.3 µM. actives 0.098% (n = 340,000);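 active = mean replicate inhibition of at least 30% and at least 1% of replicates passing that level; inconclusive = only one of the two criteria is met; inactive = neither criterion is met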;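 also: 0% = median of the neutral control wells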
# aDG glyco up – activators of alpha-DG glycosylation, primary screen, uHTS, Pro5-aDG cells, AlphaScreen; AID 624168, 2012; activation, % at 10 µM; actives 0.22% (n = 360,000); alpha-DG glycosylation AlphaScreen (IIH6); 0% Pro5, 100% B10-LARGE cell signal;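 active = activation of at least 8% versus controls, or a plate z-score of at least 8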;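 also: Pro5 are CHO cells carrying HIG-tagged alpha-DG that lacks glycosylation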
# ABCB6 inh MLPCN – ABCB6 transporter inhibitors, primary screen, K562-ABCB6 cells, flow cytometry, MLPCN library; ATP-binding cassette sub-family B member 6 (Homo sapiens), Q9NP58; K562-ABCB6 porphyrin accumulation, 1 h; active compounds read low; fluorescence ratio to DMSO, % at 10 µM; actives 0.19% (n = 360,000); AID 602162, 2011;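 active = fluorescence ratio to DMSO below 75%, the collection mean minus 3 SD; inconclusive = too few cells collected in the well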;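 also: signal is porphyrin accumulated inside mitochondria; 100% equals median channel fluorescence of DMSO control wells; lower ratio means ABCB6 inhibition with less porphyrin fluorescence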
# MC4R barr agon – MC4R agonists recruiting beta-arrestin, primary screen, cell-based, luminescence, agonist arm of biased-ligand search; activation, % at 8.9 µM; AID 540308, 2011; actives 0.98% (n = 360,000); U2OS MC4R beta-arrestin complementation; percent of melanotan II response, DMSO zero; Melanocortin receptor 4 (Homo sapiens), P32245;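 active = activation above a per-plate cutoff, the mean activation of sample wells on that plate plus 3 SD, cut at about 8% in these data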
# Target sequence (P32245 whole entry, looked up): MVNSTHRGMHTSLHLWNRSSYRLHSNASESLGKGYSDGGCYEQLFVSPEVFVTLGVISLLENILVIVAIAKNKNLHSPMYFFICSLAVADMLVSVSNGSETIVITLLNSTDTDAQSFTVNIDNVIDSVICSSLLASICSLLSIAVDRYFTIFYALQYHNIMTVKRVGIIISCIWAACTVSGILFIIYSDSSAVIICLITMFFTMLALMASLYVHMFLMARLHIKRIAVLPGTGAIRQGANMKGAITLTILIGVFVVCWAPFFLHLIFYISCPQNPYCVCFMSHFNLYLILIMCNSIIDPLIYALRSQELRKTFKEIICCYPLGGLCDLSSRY
# Vif inh – HIV Vif self-association inhibitors, primary screen, imaging, HEK293T, single point | HEK293T cells, Vif self-association by quenched fluorescence, 24 h | inhibition, % at 7.49 µM | actives 0.35% (n = 340,000); in the data active = inhibition above about 50%, passing the limit was not always enough; inconclusive = no clear call, values can overlap the other calls; inactive = below about 31%; also: some results filed as inactive read as strong as hits
# m5-HT2A agonist – mouse Htr2a agonists via beta-arrestin recruitment, primary screen, cell-based, luminescence. 5-hydroxytryptamine receptor 2A (Mus musculus), P35363. CHO-K1 mHTR2A beta-arrestin complementation; percent of 30 µM serotonin response. activation, % at 7.6 µM. actives 0.66% (n = 360,000). AID 624169, 2012;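 active = activation above a run cutoff, the mean activation of all tested compounds plus 3 SD, cut at about 14% in these data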;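 also: 0% = plate median of compound wells and 100% = 30 µM serotonin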
# PDI inh – inhibitors of human PDI, primary screen, biochemical, turbidity, single point, plate reader; PDI insulin aggregation turbidity, A650, 90 min; actives 0.052% (n = 350,000); AID 588391, 2011; Protein disulfide-isomerase (Homo sapiens), P07237; inhibition, % at 10 µM;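 active = mean inhibition across replicates of 30% or more, whatever share of single replicates reach that level; inconclusive = mean inhibition below 30% while every single replicate reaches 30%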;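 also: absorbance from insulin aggregation driven by PDI reduction with DTT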
# Target sequence (P07237 whole entry, looked up): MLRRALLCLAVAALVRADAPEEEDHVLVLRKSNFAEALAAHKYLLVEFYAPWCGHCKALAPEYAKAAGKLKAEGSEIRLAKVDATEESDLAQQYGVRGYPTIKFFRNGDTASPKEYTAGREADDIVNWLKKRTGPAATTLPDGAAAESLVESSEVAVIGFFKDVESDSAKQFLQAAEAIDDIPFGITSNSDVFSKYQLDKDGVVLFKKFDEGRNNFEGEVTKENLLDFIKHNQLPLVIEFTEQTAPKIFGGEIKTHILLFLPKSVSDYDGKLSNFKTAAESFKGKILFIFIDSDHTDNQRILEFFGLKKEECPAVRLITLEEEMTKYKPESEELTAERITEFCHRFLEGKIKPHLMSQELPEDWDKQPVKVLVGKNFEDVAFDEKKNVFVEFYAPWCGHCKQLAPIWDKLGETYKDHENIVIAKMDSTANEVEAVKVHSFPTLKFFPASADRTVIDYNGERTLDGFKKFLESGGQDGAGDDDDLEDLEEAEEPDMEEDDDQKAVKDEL
# Cardio protect – cardioprotection against H2O2-induced cell death, primary screen, uHTS, H9c2 cells, ATPLite luminescence | H9c2 cardiomyocytes, H2O2 injury protection, 2 h | protection from H2O2 cell death, % at 20 µM | actives 0.63% (n = 360,000);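 active = compounds giving at least 50% protection of heart cells from peroxide-induced death in the single-dose screen, raw or plate-pattern-corrected value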;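 also: 0% = DMSO wells with peroxide and 100% = DMSO wells without peroxide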
# MC4R antag cAMP – MC4R antagonists of cAMP signaling, primary screen, cell-based, TR-FRET, antagonist arm of biased-ligand search; Melanocortin receptor 4 (Homo sapiens), P32245; MC4R-expressing cells, MTII-stimulated cAMP, LANCE TR-FRET; actives 0.48% (n = 360,000); inhibition, % at 6.5 µM;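 active = inhibition above its plate's cutoff, the mean of tested wells on that plate plus 3 SD, cut at about 29% in these data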;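 also: 0% = Melanotan II alone and 100% = Melanotan II plus saturating MCL0020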
#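 system = U2OS cells with stable human MC4R expression | also added = Melanotan II challenge after compound preincubation | dosing = one concentration, 6.5 µM nominal | incubation = compound 30 min, challenge 1 h, detection 1 h | measured by = TR-FRET with Eu-cAMP and labeled anti-cAMP, 671 nm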
# * marks the source's active call; other numbers are inactive results; ? = inconclusive; . = no result given.
SMILES,N-glyco inh,CaV13 ICDI inh,aDG glyco up,ABCB6 inh MLPCN,MC4R barr agon,Vif inh,m5-HT2A agonist,PDI inh,Cardio protect,MC4R antag cAMP
CCCCC1(CC)SCC(=O)NC1=O (stereo not drawn),-1,-6,-0.1,98,-1.2,?,-8,-3,8,3
c1ccc2c(c1)nc(N1CCOCC1)c1c3ccccc3[nH]c21,39*,-7,0.5,89,-1.5,6,0,0,7,-9
CCCCCOC(=O)C1=C(C)N(C)C(=O)NC1c1cc(Br)c(O)c(OC)c1 (stereo not drawn),1,-3,0.0,94,-1.7,9,-2,-1,-1,3
COc1ccc(OC)c(NC(=O)C2(C)CCN2C(C)C)c1 (stereo not drawn),2,-9,-0.1,91,1.4,6,3,-6,12,4
C=CCSc1nc(C)c(Cc2cccc3ccccc23)c(=O)[nH]1,0,9,0.1,103,0.3,-6,3,-3,0,4
COc1cc(OC)c2c(-c3cccc(-c4ccc(F)c(Cl)c4)c3)cc(=O)oc2c1,7,-6,0.2,94,-2.9,-5,1,-8,-10,-15
Cc1ccc(CC(CC(=O)O)C(=O)NC2CCCCC2)cc1 (stereo not drawn),0,-6,0.2,102,0.5,8,1,-1,-5,4
O=C1CC2(CCN(C(=O)c3cccc(F)c3)CC2)Oc2ccccc21,2,-5,0.0,95,-1.7,-5,-1,1,4,19
CCCn1c(SCC(=O)NC2CCCC(C)C2C)n[nH]c1=O (stereo not drawn),1,-5,-0.3,102,0.5,5,4,-33,10,-1
O=C(Nc1ccc(F)c(Cl)c1)C1Cc2c(-c3ccc(Cl)cc3)ccnc2O1 (stereo not drawn),-1,-5,0.2,94,-0.8,-9,1,0,-14,0
Cc1ccc(S(=O)(=O)N(CCCN(C)C)Cc2ccc3c(c2)OCO3)cc1,-5,-20,0.6,101,-0.6,-9,-11,3,11,0
Cc1ccc2nc(-c3ccc(NC(=O)C(C)Sc4nncs4)cc3)sc2c1 (stereo not drawn),-15,-2,0.8,100,3.3,-3,4,-4,-2,43*
S=C(Nc1ccc(Cl)c(Cl)c1)N1CCCC1,-4,-2,0.0,99,-0.6,-6,2,-3,7,8
Cc1ccc(C2(C)NC(=O)N(CC(=O)NNC(=O)c3ccccc3)C2=O)cc1 (stereo not drawn),2,-2,-0.2,100,-3.5,1,5,-17,4,8
OC1(c2ccc(F)cc2)CCN(Cc2ccccc2)C1 (stereo not drawn),-3,-11,0.1,102,-1.7,-1,2,0,0,9
O=[N+]([O-])c1ccc2nc(CN3CCCCC3)[nH]c2c1,-1,-5,0.0,102,-2.3,15,-1,-2,7,9
O=C(CC1C[C@H](C(=O)N2CCCCC2)[C@@]2(CCc3ccccc3)c3[nH]c4ccccc4c3CCN2C1=O)NCCCn1ccnc1 (stereo partly drawn),4,-6,-0.3,104,-1.2,.,-4,24,3,-4
O=C(Nc1ccccc1F)NC1CCN(Cc2nnnn2Cc2ccc(F)cc2)CC1,0,-5,0.2,96,-1.4,0,-6,1,2,-1
CN(CCOc1ccccc1)C(=O)c1cc(-c2ccco2)nc2ccccc12,0,-17,-0.4,99,-0.2,24,8,0,1,6
c1ccc(-c2nn3c(C4CCCCC4)nnc3s2)cc1,-2,-9,-0.2,95,-0.4,-4,-3,-1,0,0
O=C(/C=N/O)Nc1ccc2sc3ccccc3c2c1,-1,-2,0.1,103,-1.6,-4,1,-4,6,-1
COCc1cc(CNC(=O)C2CCC(=O)N(Cc3cccc(OC)c3)C2)[nH]n1 (stereo not drawn),3,-5,-0.2,97,-2.5,.,0,0,2,17
O=S(=O)(c1cccs1)N1CCN(c2ccccc2F)CC1,-2,-2,0.1,94,-1.7,-31,3,13,-4,-1
COc1ccc(NCC(O)Cn2cnc3c2c(=O)n(C)c(=O)n3C)cc1 (stereo not drawn),2,-5,-0.1,97,-0.4,0,0,10,-3,2
O=C1COc2ccc(C(=O)COC(=O)c3cc(S(=O)(=O)N4CCOCC4)ccc3F)cc2N1,2,.,-0.3,103,-4.9,-22,3,3,28,-24
O=C(CSC1=NCCS1)Nc1cccc2ccccc12,1,.,0.1,101,-0.2,-10,1,16,-6,2
COc1ccccc1NC(=O)c1ccc(NC(=O)COC(=O)CC(NC(=O)c2ccccc2Cl)c2ccccc2)cc1 (stereo not drawn),0,-9,-0.4,103,1.1,-2,3,-7,6,12
CCc1ccc(OCC(=O)NC(NC(=S)Nc2ccccc2C)C(Cl)(Cl)Cl)cc1 (stereo not drawn),11,-4,1.2,105,-0.3,-8,-4,5,-6,11
Cc1ccc(NC(=O)COC(=O)c2c(C)nn(-c3ccccc3)c2C)cc1,-1,-5,0.1,97,-0.5,-3,3,-4,-3,3
CCN1C(=O)/C(=C2\Sc3ccccc3N2CC)OC1=S,-5,-13,-0.3,98,0.5,-1,1,-8,0,-9
Cc1ccc(S(=O)(=O)C2CS(=O)(=O)CC2O)cc1 (stereo not drawn),0,.,0.1,107,1.7,8,2,-9,3,-1
CC(C)(C)OC(=O)N1CCC(NC(=O)c2[nH]cnc2C(=O)Nc2ccccc2)CC1,4,-5,0.3,95,8.5*,-3,2,14,14,3
CCCOc1ccc2c(=O)c(N3C(=O)c4ccccc4C3=O)c(C)oc2c1,1,-5,0.1,99,-1.9,-5,-1,-2,2,-9
CCOc1cc2c(C#N)c(N(CC)CC)nc(N)c2c(N)n1,4,-9,-0.1,103,-0.6,-6,3,-7,6,-11
O=C(CCN1C(=O)c2ccccc2C1=O)N1CCOCC1,2,-3,-0.2,137,-1.9,-2,5,0,33,2
CCOc1ccccc1N1CCN(Cc2c(C)n(C)n(-c3ccccc3)c2=O)CC1,1,.,-0.2,100,-0.8,2,-4,8,-2,-1
O=C(NC1CC1)C(Cc1ccccc1)NS(=O)(=O)c1ccccc1F (stereo not drawn),3,-3,0.0,99,-0.5,.,1,-13,2,-1
CCN(CC)S(=O)(=O)c1cc(NC(=O)CCCOc2ccc(C(C)=O)cc2)ccc1C,2,-5,0.2,89,1.4,-6,-1,4,-8,3
S=C1NC2(CCCC2)N=C1c1ccccc1,-1,-6,-0.1,97,0.0,-2,-5,6,-6,4
COC(=O)C1C2C=CC3(CN(c4cccc(Cl)c4)C(=O)C13)O2 (stereo not drawn),2,-5,0.2,97,-1.2,34,0,.,6,6
CC(C)OC(=O)/C(=C\c1cccc2ccccc12)NC(=O)c1ccccc1,-1,-5,0.0,102,-2.7,2,1,1,6,0
CC(OC(=O)C1CC2CCCC(C1)C2=O)C(=O)Nc1cccc([N+](=O)[O-])c1 (stereo not drawn),4,-6,-0.3,98,-1.4,-2,-3,-7,-5,-1
COc1cc(NC(=O)C2CCN(S(=O)(=O)c3cccnc3)CC2)cc(OC)c1OC,1,.,-0.1,99,-1.1,-2,2,-3,6,4
O=C(/C=C/c1ccc(Cl)cc1Cl)N(Cc1ccc(Cl)cc1)C1CCS(=O)(=O)C1 (stereo not drawn),-1,.,0.6,97,0.5,0,3,-7,-10,4
O=C(Oc1ccc2c(c1)CCC2)N1CCOCC1,3,-5,0.2,96,-2.2,-11,-5,-4,-7,1
CCN(C(=O)Nc1ccccc1OC)c1c(N)n(Cc2ccccc2)c(=O)[nH]c1=O,2,-5,-0.2,101,-1.3,7,-3,-3,26,-5
COc1cc(-c2cc(C(=O)Nc3ccncc3)c3ccccc3n2)cc(OC)c1OC,2,-3,-0.4,89,-1.4,-4,6,2,50,6
COc1ccccc1CCC(=O)NC1CCCN(c2ccc(C(F)(F)F)cn2)C1 (stereo not drawn),-1,-3,0.0,106,1.9,3,-1,-8,2,7
O=C(CCc1ccccc1)Nc1ccnn1C1CCN(Cc2ccc(OCCO)cc2)CC1,1,-2,-0.3,100,1.8,10,3,-1,-3,22
COC(=O)C1=C(C)Nc2nc3ccccc3n2C1c1cc(OC)c(OC)c(OC)c1 (stereo not drawn),16,0,-0.1,99,-2.3,2,1,14,4,2
Cc1ccccc1Cn1c(=N)n(CC(=O)c2ccco2)c2ccccc21,-7,.,4.3,109,-0.4,-5,-9,-3,-30,-4
Cc1ccc(S(=O)(=O)/C(C#N)=C/c2c(N3CCC(C(N)=O)CC3)nc3c(C)cccn3c2=O)cc1,-1,-8,-0.2,94,-1.9,4,-3,10,14,13

# In the list so far, 7 contain a Cl atom:
SMILES,N-glyco inh,CaV13 ICDI inh,aDG glyco up,ABCB6 inh MLPCN,MC4R barr agon,Vif inh,m5-HT2A agonist,PDI inh,Cardio protect,MC4R antag cAMP
COc1cc(OC)c2c(-c3cccc(-c4ccc(F)c(Cl)c4)c3)cc(=O)oc2c1,7,-6,0.2,94,-2.9,-5,1,-8,-10,-15
O=C(Nc1ccc(F)c(Cl)c1)C1Cc2c(-c3ccc(Cl)cc3)ccnc2O1 (stereo not drawn),-1,-5,0.2,94,-0.8,-9,1,0,-14,0
S=C(Nc1ccc(Cl)c(Cl)c1)N1CCCC1,-4,-2,0.0,99,-0.6,-6,2,-3,7,8
COc1ccccc1NC(=O)c1ccc(NC(=O)COC(=O)CC(NC(=O)c2ccccc2Cl)c2ccccc2)cc1 (stereo not drawn),0,-9,-0.4,103,1.1,-2,3,-7,6,12
CCc1ccc(OCC(=O)NC(NC(=S)Nc2ccccc2C)C(Cl)(Cl)Cl)cc1 (stereo not drawn),11,-4,1.2,105,-0.3,-8,-4,5,-6,11
COC(=O)C1C2C=CC3(CN(c4cccc(Cl)c4)C(=O)C13)O2 (stereo not drawn),2,-5,0.2,97,-1.2,34,0,.,6,6
O=C(/C=C/c1ccc(Cl)cc1Cl)N(Cc1ccc(Cl)cc1)C1CCS(=O)(=O)C1 (stereo not drawn),-1,.,0.6,97,0.5,0,3,-7,-10,4

# Two of the compounds above, with tabs:
Molecule	N-glyco inh	CaV13 ICDI inh	aDG glyco up	ABCB6 inh MLPCN	MC4R barr agon	Vif inh	m5-HT2A agonist	PDI inh	Cardio protect	MC4R antag cAMP
COc1cc(-c2cc(C(=O)Nc3ccncc3)c3ccccc3n2)cc(OC)c1OC	2	-3	-0.4	89	-1.4	-4	6	2	50	6
COc1ccccc1CCC(=O)NC1CCCN(c2ccc(C(F)(F)F)cn2)C1 (stereo not drawn)	-1	-3	0.0	106	1.9	3	-1	-8	2	7
